Screening data from PubChem.
LMNA splice mod = modulators of lamin A splicing; HeLa LMNA splicing GFP/RFP minigene ratio, 48 h; Potency, µM (series often up to 46.1 µM), inactives show at the highest dose ratio change, negative = inhibition, usual class: inhibitors; actives 0.01% (n = 200,000); AID 1487; active means well fitted inhibition curve with a large enough effect in the signal ratio, with a control signal flat, not every such curve was filed as active; inconclusive means small, poorly fitted or top-dose-only effect, or effect the other way, or a change in a side signal; the % refers to the signal ratio; further: on the % scale 0 is the no-effect control and ±100 the full control effect
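S3 HeLa cells stably expressing lamin A-EGFP splicing minigene plus DsRed2, 600 cells/well, 48 h compound exposure at 37C. Laser-scanning cytometry; analysed as GFP (500-530 nm)/RFP (575-640 nm) total intensity ratio; 0.5% DMSO vehicle.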
TRb SRC2 PPI = inhibitors of human thyroid hormone receptor beta-SRC2 interaction; AID 1469; P10828; actives 0.065% (n = 280,000); TRbeta-SRC2 peptide binding, fluorescence polarization; receptor liganded with 1 µM T3; Potency, µM (titrated, usually from 106 µM), without a hit: at the top dose activity change, negative = inhibition, actives largely listed as inhibitors;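 further: plate controls were bound peptide for no effect and peptide without receptor for full effect; nearly all actives have a fitted effect of over 50% in size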
Target sequence (P10828 whole entry, looked up): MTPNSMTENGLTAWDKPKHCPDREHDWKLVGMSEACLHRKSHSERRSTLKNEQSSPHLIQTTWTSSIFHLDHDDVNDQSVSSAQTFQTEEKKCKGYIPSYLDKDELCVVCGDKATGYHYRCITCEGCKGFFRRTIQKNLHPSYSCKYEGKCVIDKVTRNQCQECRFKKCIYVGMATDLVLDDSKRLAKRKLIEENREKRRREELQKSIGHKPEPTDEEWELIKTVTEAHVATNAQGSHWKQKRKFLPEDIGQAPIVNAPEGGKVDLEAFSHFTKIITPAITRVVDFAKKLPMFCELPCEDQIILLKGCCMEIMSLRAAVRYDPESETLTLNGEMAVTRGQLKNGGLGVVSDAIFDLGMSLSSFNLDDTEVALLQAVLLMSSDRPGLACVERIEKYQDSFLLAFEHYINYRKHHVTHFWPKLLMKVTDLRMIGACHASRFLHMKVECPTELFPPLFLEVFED
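Quantitative HTS by FP: 0.6 uM TRb LBD, 20 nM labeled SRC2 20-mer, 1 uM T3, 5% DMSO; 5 hr ambient incubation; % activity per concentration and potencies from concentration series.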
TexasRed fluor = counter-screen for TRb-SRC2 inhibitors: fluorescence interference | actives 0.29% (n = 280,000) | TRb/SRC2 Texas Red total fluorescence interference | AID 1479 | Potency, µM (top dose mostly 106 µM), without a hit: at the top dose fluorescence change, negative = quenching; active means well fitted curve in either direction with a large enough effect; inconclusive means small, poorly fitted or top-dose-only effect; further: on the % scale 0 is the no-effect control and ±100 the full control effect
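Human TRβ ligand-binding domain (0.6 uM) and Texas Red SRC2 peptide (20 nM) in Tris buffer with 1 uM T3 and 5% DMSO were incubated with pinned compound for 5 hr at ambient temperature. Total fluorescence was computed as S + 2P (555/632 nm).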
ALDH1A1 inh = inhibitors of human aldehyde dehydrogenase 1A1; Potency, µM (series often up to 75.3 µM), without a hit: top-dose activity, negative = inhibition, actives largely listed as inhibitors; actives 7.3% (n = 220,000); Purified ALDH1A1, NADH fluorescence, propionaldehyde substrate; P00352; active means well fitted inhibition curve with a large enough effect, not every such curve was filed as active; inconclusive means small, poorly fitted or top-dose-only effect, or another doubt; inactive means no such curve, though single readings can be large or run the other way;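 further: plate controls were no enzyme wells and a reference inhibitor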
SMN2 splice up = increases expression of the SMN2 splice variant | HEK293 SMN2-luciferase splicing reporter, luminescence, 30-36 h | Potency, µM (highest dose often 46.1 µM), for inactives: at the highest dose activity change, positive = activation, usual class: activators | actives 2.8% (n = 210,000) | AID 1458; further: % of control where 0% means no effect; nearly all actives have a fitted effect of over 55% in size
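qHTS luciferase splicing reporter: luminescence rises when SMN2 exon 7 is included in transfected HEK293 cells. Compound exposure lasted 30-36 h at 37C, with 4.5 mM final sodium butyrate as control, followed by a ONE-Glo read.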
RECQ1 helicase = inhibitors of human RECQ1 DNA helicase; actives 0.54% (n = 240,000); Potency, µM (doses to about 57.3 µM), inactives show at the top dose activity, negative = inhibition, actives largely listed as inhibitors; RECQ1 DNA unwinding, red fluorescence kinetic read;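 further: plate controls were vehicle for no effect and no enzyme for full effect; nearly all actives have a fitted effect of over 30% in size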
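50 nM RECQ1T1 preincubated 15 min with compound in Tris pH 8.0 buffer with MgCl2, DTT, Tween-20 and 2.5 ug/ml poly(dI-dC); started with 200 nM TAMRA/BHQ-2 forked duplex and 2 mM ATP. Unwinding read as fluorescence (525/598 nm), two reads 2 h apart.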
KDM4E inh = JMJD2E (human) inhibition; JMJD2E catalytic domain, FDH-coupled NADH fluorescence (FDH is formaldehyde dehydrogenase); B2RXH2; actives 1.6% (n = 230,000); Potency, µM (highest dose often 57.1 µM), without a hit: at the top dose activity change, negative = inhibition, usual class: inhibitors; active means well fitted inhibition curve with a large enough effect, not every such curve was filed as active; inconclusive means small, poorly fitted or top-dose-only effect, or another doubt; inactive means no such curve, though single readings can be large or run the other way;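 further: 0% = wells with enzyme and -100% = buffer wells without enzyme; nearly all actives have a fitted effect of over 50% in size; many of its hits are not listed in these tables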
Target sequence (B2RXH2 1-337 limits assumed): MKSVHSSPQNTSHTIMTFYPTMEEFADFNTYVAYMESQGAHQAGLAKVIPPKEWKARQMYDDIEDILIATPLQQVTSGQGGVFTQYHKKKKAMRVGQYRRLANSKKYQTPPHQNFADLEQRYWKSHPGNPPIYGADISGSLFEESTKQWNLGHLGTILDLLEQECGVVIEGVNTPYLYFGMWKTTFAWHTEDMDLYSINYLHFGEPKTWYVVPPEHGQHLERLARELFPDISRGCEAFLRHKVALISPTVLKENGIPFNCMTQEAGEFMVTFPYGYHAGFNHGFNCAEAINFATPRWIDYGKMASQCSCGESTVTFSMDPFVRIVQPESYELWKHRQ
RGS12 GoLoco inh = inhibitors of human Gai1-RGS12 GoLoco interaction (red fluorophore). Gai1:RGS12 GoLoco peptide FP, rhodamine, 10 min. Potency, µM (top dose mostly 61.6 µM), for the others: at the highest dose activity, negative = inhibition, most hits filed as inhibitors. actives 0.44% (n = 230,000); active means well fitted inhibition curve with a large enough effect, not every such curve was filed as active; inactive means no such curve, though single readings can be large or run the other way; further: on the % scale 0 is the no-effect control and ±100 the full control effect; nearly all actives have a fitted effect of over 30% in size; many of its hits are not listed in these tables
Numbers without * were called inactive; [ ] = another dose, or the depositor's remark. Unless noted, the call rests on the fitted dose curve; in most records, active means well fitted curve in the direction sought with a large enough effect; inconclusive means small, poorly fitted or top-dose-only effect, or another doubt; inactive means no such curve, though single readings can be large; an effect the other way counts as inactive or inconclusive. Potency means the concentration at half of the fitted maximal effect.

How did CCOc1ccc(/C=C(/NC(=O)c2ccccc2Cl)C(=O)O)cc1 do in these assays?
LMNA splice mod: 4.2%[46 µM]; TRb SRC2 PPI: -2.6%; TexasRed fluor: -0.8%; ALDH1A1 inh: 1.8%; SMN2 splice up: -1.4%; RECQ1 helicase: 30.4%; KDM4E inh: -7.4%; RGS12 GoLoco inh: -4.7%

Results for C=CCn1c(SCC(=O)NCc2cccs2)nnc1C1CCCCC1 ?
LMNA splice mod: -3.1%; TRb SRC2 PPI: -0.6%; TexasRed fluor: -3.9%; ALDH1A1 inh: 3.9%; SMN2 splice up: -6.5%; RECQ1 helicase: -0.8%; KDM4E inh: -1.0%; RGS12 GoLoco inh: 5.3%

Results for CCOc1ccc(/C=C(\C(=O)O)c2ccc(S(=O)(=O)N3CCOCC3)s2)cc1OC ?
LMNA splice mod: inconclusive; TRb SRC2 PPI: 2.2%[53 µM]; TexasRed fluor: -1.9%[53 µM]; ALDH1A1 inh: -4.3%; SMN2 splice up: inconclusive; RECQ1 helicase: 1.5%; KDM4E inh: -4.1%; RGS12 GoLoco inh: 3.9%

How did COc1ccc(CC(=O)Nc2cc(=O)n(C)c(=O)n2C)cc1 do in these assays?
LMNA splice mod: 2.9%; TRb SRC2 PPI: -4.2%; TexasRed fluor: -4.6%; ALDH1A1 inh: inconclusive; SMN2 splice up: -19.1%; RECQ1 helicase: -7.2%; KDM4E inh: -4.3%; RGS12 GoLoco inh: 0.0%

Results for O=C(Nc1ccccc1)c1ccc(NCCc2ccccc2)c([N+](=O)[O-])c1 ?
LMNA splice mod: 3.8%; TRb SRC2 PPI: -9.6%; TexasRed fluor: 0.9%; ALDH1A1 inh: 11.5%; SMN2 splice up: 14.5%; RECQ1 helicase: inconclusive; KDM4E inh: -7.6%; RGS12 GoLoco inh: 7.2%

How did CC(=O)C1=C(c2ccccc2)NC(=O)NC1c1ccccc1OCC#N (stereo not given) do in these assays?
LMNA splice mod: -3.9%; TRb SRC2 PPI: -12.4%; TexasRed fluor: 3.3%; ALDH1A1 inh: 5.0%; SMN2 splice up: 7.6%; RECQ1 helicase: inactive; KDM4E inh: 0.5%; RGS12 GoLoco inh: 0.7%

What do the screens show for `COc1cc(S(=O)(=O)N2CCCCCC2)ccc1Cl`?
LMNA splice mod: 3.5%; TRb SRC2 PPI: 3.0%; TexasRed fluor: -2.7%; ALDH1A1 inh: -5.4%; SMN2 splice up: 27.8%; RECQ1 helicase: -2.5%; KDM4E inh: -2.9%; RGS12 GoLoco inh: 2.8%

How did Cc1ccc(-n2c(SCC(=O)Nc3cc(C)on3)nc3c([nH]c4ccccc43)c2=O)cc1 do in these assays?
LMNA splice mod: -6.5%; TRb SRC2 PPI: -1.0%; TexasRed fluor: 1.8%; ALDH1A1 inh: 1.5%; SMN2 splice up: 12.5%; RECQ1 helicase: -3.4%; KDM4E inh: 5.6%; RGS12 GoLoco inh: -9.5%

How did N[C@@H](Cn1cc(F)c(=O)[nH]c1=O)C(=O)O do in these assays?
TRb SRC2 PPI: 6.4%; TexasRed fluor: -2.6%; ALDH1A1 inh: -5.4%; RECQ1 helicase: -4.2%; KDM4E inh: inconclusive; RGS12 GoLoco inh: -2.1%

How did CCOC(=O)N1CCN(C(=O)C2CCC(CNS(=O)(=O)c3ccccc3)CC2)CC1 (stereo not given) do in these assays?
LMNA splice mod: 12.6%; TRb SRC2 PPI: -13.9%; TexasRed fluor: -1.3%; ALDH1A1 inh: inconclusive; SMN2 splice up: -16.5%; RECQ1 helicase: -6.8%; KDM4E inh: 2.8%; RGS12 GoLoco inh: -5.5%

How did O=C(Nc1nncs1)c1cccc(S(=O)(=O)N2CCCC2)c1 do in these assays?
LMNA splice mod: 2.0%; TRb SRC2 PPI: -2.1%; TexasRed fluor: -4.1%; ALDH1A1 inh: -12.6%; SMN2 splice up: -6.4%; RECQ1 helicase: 2.5%; KDM4E inh: 8.4%; RGS12 GoLoco inh: 10.4%

What do the screens show for `COc1ccc(C(O)(c2ccccc2OC)C(CN2CCOCC2)c2ccccc2)cc1` (stereo not given)?
TRb SRC2 PPI: 1.4%; TexasRed fluor: -2.0%; ALDH1A1 inh: 6.7%; SMN2 splice up: -12.9%; RECQ1 helicase: -5.9%; KDM4E inh: -4.2%; RGS12 GoLoco inh: 6.5%

How did Cc1cc(C)c(S(=O)(=O)N(CC(=O)N2CCOCC2)C2CCCCC2)c(C)c1 do in these assays?
LMNA splice mod: 11.4%; TRb SRC2 PPI: -5.3%; TexasRed fluor: -2.8%; ALDH1A1 inh: 15.1%; SMN2 splice up: -7.7%; RECQ1 helicase: -15.1%; KDM4E inh: 10.0%; RGS12 GoLoco inh: -16.1%

Results for NC(C(=O)O)C(c1ccccc1)C(F)F (stereo not given) ?
TRb SRC2 PPI: -0.6%; TexasRed fluor: -0.6%; RECQ1 helicase: inactive; KDM4E inh: -8.0%; RGS12 GoLoco inh: 5.0%

Results for COc1ccc(OC)c(/C=N/NC(=O)CC2C(=O)NN=C2C)c1 (stereo not given) ?
LMNA splice mod: 8.0%; TRb SRC2 PPI: -1.3%; TexasRed fluor: -1.5%; ALDH1A1 inh: inconclusive; SMN2 splice up: -12.7%; RECQ1 helicase: 2.6%; KDM4E inh: inconclusive; RGS12 GoLoco inh: 13.2%

Results for CC(C)c1ccc(Nc2nnc(SC3CCOC3=O)s2)cc1 (stereo not given) ?
LMNA splice mod: -12.1%; TRb SRC2 PPI: 4.0%; TexasRed fluor: 3.2%; ALDH1A1 inh: inconclusive; SMN2 splice up: 5.5%; RECQ1 helicase: -3.2%; KDM4E inh: 5.6%; RGS12 GoLoco inh: -32.3%

What do the screens show for `COc1ccc(-n2c(O)c(/C=N/NS(=O)(=O)c3cc(C)ccc3C)c3ccccc3c2=O)cc1OC`?
LMNA splice mod: inconclusive; TRb SRC2 PPI: 25.1%; TexasRed fluor: 8.1%; ALDH1A1 inh: inconclusive; SMN2 splice up: -4.9%; RECQ1 helicase: 14.1µM*; KDM4E inh: inconclusive; RGS12 GoLoco inh: 85.1%[activator]

Results for CCC(=O)Nc1ccc(NC(=O)CSc2nc3cc4c(cc3cc2C)CCC4)cc1 ?
LMNA splice mod: 4.4%; TRb SRC2 PPI: -19.7%; TexasRed fluor: 0.6%; ALDH1A1 inh: 11.2µM*; SMN2 splice up: -7.9%; RECQ1 helicase: -3.7%; KDM4E inh: -1.9%; RGS12 GoLoco inh: 6.6%

How did COCCn1nnnc1SCC(=O)Nc1ccc2c(c1)OCO2 do in these assays?
LMNA splice mod: -10.0%[46 µM]; TRb SRC2 PPI: -3.2%; TexasRed fluor: -7.4%; ALDH1A1 inh: 20µM*; SMN2 splice up: -2.1%; RECQ1 helicase: inactive; KDM4E inh: -17.5%; RGS12 GoLoco inh: 20.6%

Results for CCN(CCNC(=O)CS(=O)(=O)Cc1nc(-c2cccc(OC)c2)oc1C)c1ccccc1 ?
LMNA splice mod: inconclusive; TRb SRC2 PPI: -5.8%; TexasRed fluor: -1.2%; ALDH1A1 inh: inconclusive; SMN2 splice up: -27.0%; RECQ1 helicase: 2.3%; KDM4E inh: -1.2%; RGS12 GoLoco inh: 6.1%

What do the screens show for `C#CC(C)(C)NC(=O)CSc1nc2c(c(=O)n(C)c(=O)n2C)n1CCCC`?
LMNA splice mod: 5.3%; TRb SRC2 PPI: 3.9%; TexasRed fluor: -1.5%; ALDH1A1 inh: 16.5%; SMN2 splice up: -4.9%; RECQ1 helicase: -1.8%; KDM4E inh: 3.7%; RGS12 GoLoco inh: 2.4%

Results for COCCNc1nc(-c2cc(C)n(CCc3ccc(OC)cc3)c2C)cs1 ?
TRb SRC2 PPI: -0.7%; TexasRed fluor: 1.1%; ALDH1A1 inh: 10µM*; SMN2 splice up: -31.5%[inhibitor]; RECQ1 helicase: -26.3%; KDM4E inh: inconclusive; RGS12 GoLoco inh: 104.3%[activator]

What do the screens show for `CNS(=O)(=O)c1cccc(C(=O)OCC(=O)NCc2ccccc2)c1`?
LMNA splice mod: 10.9%; TRb SRC2 PPI: -1.2%; TexasRed fluor: 1.9%; ALDH1A1 inh: 15.7%; SMN2 splice up: -3.4%; RECQ1 helicase: -12.4%; KDM4E inh: 11.8%; RGS12 GoLoco inh: 7.8%

Results for O=C(O)CNS(=O)(=O)c1cccc(Cl)c1 ?
TRb SRC2 PPI: -8.2%; TexasRed fluor: -1.4%; RECQ1 helicase: 0.0%; KDM4E inh: -0.3%; RGS12 GoLoco inh: 3.6%

Results for O=C(NCCc1c[nH]c2ccccc12)Nc1cccc2ccccc12 ?
LMNA splice mod: inconclusive; TRb SRC2 PPI: 9.8%; TexasRed fluor: 0.2%; ALDH1A1 inh: 4.0%; SMN2 splice up: -22.3%; RECQ1 helicase: inactive; KDM4E inh: -9.4%; RGS12 GoLoco inh: -4.1%

How did COc1cccc(CN2CCNC(=O)C2CC(=O)NCCOc2cccnc2)c1OC (stereo not given) do in these assays?
TRb SRC2 PPI: -0.2%; TexasRed fluor: -6.2%; ALDH1A1 inh: inconclusive; RECQ1 helicase: inactive; KDM4E inh: inconclusive; RGS12 GoLoco inh: -15.1%

Results for CC(C)N(C(=O)NC(=O)NCC1CCCO1)S(C)(=O)=O (stereo not given) ?
LMNA splice mod: inconclusive; TRb SRC2 PPI: 2.0%; TexasRed fluor: 0.8%; ALDH1A1 inh: -0.2%; SMN2 splice up: -5.0%; RECQ1 helicase: -7.9%; KDM4E inh: 1.1%; RGS12 GoLoco inh: -3.7%

How did COc1cccc(-n2c(CN3CCN(c4ccc(C)cc4)C(C)C3)nc3ccc([N+](=O)[O-])cc3c2=O)c1 (stereo not given) do in these assays?
LMNA splice mod: -7.5%; TRb SRC2 PPI: 2.5%; TexasRed fluor: -1.0%; ALDH1A1 inh: 25.1µM*; SMN2 splice up: -26.0%; RECQ1 helicase: inactive; KDM4E inh: 0.4%; RGS12 GoLoco inh: 3.5%

Results for COc1ccc(OCCCC(=O)Nc2nnc(C3CCCO3)s2)cc1 (stereo not given) ?
LMNA splice mod: -1.4%; TRb SRC2 PPI: -3.1%; TexasRed fluor: -0.5%; ALDH1A1 inh: inconclusive; SMN2 splice up: inconclusive; RECQ1 helicase: inactive; KDM4E inh: 0.2%; RGS12 GoLoco inh: 8.3%

A portion of the library; rates above refer to the full screens.
